Screening results as filed in PubChem BioAssay.
G6PDH counter: inhibits Leuconostoc G6PDH, flagging false hits in G6PDH-based assays | Purified L. mesenteroides G6PDH, diaphorase/resazurin coupled fluorescence, 45 min | inhibition, % at 5 µM | hit rate 0.12% among 200,000 | AID 1020
PMI act hi M6P: increases human PMI activity with near-saturating mannose 6-phosphate. coupled PMI enzyme assay, resazurin fluorescence, 20 min; stronger effect = higher value; 1 = untreated enzyme, 0 = substrate-free blank. hit rate 0.34% among 190,000. P34949. activation factor at 20 µM;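 active means activation factor of 2 or more at 20 µM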
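Material: human phosphomannose isomerase with PGI, G6PDH, diaphorase coupling enzymes / Reagent: Man-6-P substrate 1.0 mM / Dosing: single compound dose of 20 µM, 1% DMSO final / Incubation: enzyme reaction with compound 20 min at room temperature / Signal: resorufin fluorescence (Ex 544/Em 590 nm) from resazurin via diaphorase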
PMI activator: activators of human phosphomannose isomerase | P34949 | purified human PMI, coupled resazurin fluorescence, 20 min; stronger effect = higher value; 1 = vehicle control, 0 substrate-free wells | activation factor at 20 µM | hit rate 0.005% among 190,000 | AID 1214;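 active means activation factor of 2 or more at 20 µM, relative to plate controls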
Lmaj promast: inhibitors of Leishmania major promastigote growth | Leishmania major promastigotes, resazurin fluorescence viability | inhibition, % at 10 µM | hit rate 9% among 200,000;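 further: promastigotes grown with compound for 44 hours at 28 °C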
Hsp70 act: Hsp70 transcriptional activation, primary screen; hit rate 0.04% among 200,000; HeLa Hsp70 promoter luciferase reporter, luminescence; scaled: vehicle 0, proteasome-inhibitor control 100%; activation, % at 10 µM;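 active means activation above the mean across all tested compounds plus 3 SD, cutoff set per campaign, cut at about 5.5% in these data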;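 further: 100% = MG132 at 30 µM as the positive control and 0% = DMSO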
Diaphorase inh: diaphorase inhibition or chemical oxidation counter-screen; inhibition, % at 20 µM; hit rate 0.69% among 190,000; diaphorase resazurin-to-resorufin fluorescence, NADH, 16 min; bacterial (C. kluyveri) enzyme, not human; AID 1217;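 active means primary screen inhibition at 20 µM above a set limit, cut at about 50% in these data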;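 further: plate controls were DMSO with full reaction for no effect and wells lacking NADH for full effect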
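controls = No-NADH positive control and DMSO neutral control | system = Clostridium kluyveri diaphorase enzyme | timing = reaction incubation of 16 min at room temperature | signal = resorufin fluorescence 544/590 nm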
S1P3 antagonist: antagonists of human S1P3 receptor; inhibition, % at 4.98 µM; hit rate 0.27% among 170,000; AID 485; CHO S1P3 NFAT-BLA reporter, FRET fluorescence, antagonist mode;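 active means inhibition above the plate cutoff, the mean inhibition of test wells on that plate plus 3 SD, cut at about 28% in these data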;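 further: cells challenged with S1P at its EC80 of 0.8 µM; blue over green emission ratio from cleaved BLA substrate after 4 h stimulation; 0% = S1P-stimulated wells and 100% = unstimulated DMSO-only wells; some compounds past the cut are filed as inactive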
Diaph act CS: activates diaphorase or chemically reduces, flagging diaphorase assay artifacts | hit rate 0.005% among 190,000 | Diaphorase/resazurin coupled assay, resorufin fluorescence, 16 min; stronger effect = higher value; 1 = vehicle wells, 0 = NADH-free wells | activation factor at 20 µM | AID 1229;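 active means diaphorase activity raised at least twofold by the compound at 20 µM; inactive means activation factor below 2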
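Material: purified diaphorase enzyme from Clostridium kluyveri / Medium: HEPES pH 7.4 buffer with MgCl2 and Tween 20 / Schedule: enzyme reaction of 16 min at room temperature / Measured by: resorufin fluorescence, excitation 544 nm, emission 590 nm / Evaluation: rise in resorufin formation, marking diaphorase activation or chemical reduction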
Redox H2O2 prof: compounds producing H2O2 with reducing agent – biochemical, NIH compound library profiling, artefact control for MLSCN library redox annotation, primary screen. DTT-dependent redox cycling H2O2, phenol red/HRP absorbance; 100% = 100 µM peroxide control, 0% = buffer. AID 878. activation, % at 10 µM. hit rate 0.03% among 200,000;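 active means activation of at least 50% relative to the plate's high and low controls in the primary single-dose screen; inactive means activation below 50%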;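 further: compound incubated with DTT at 0.8 mM final as the reducing agent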
TLR4 MyD88 comp: TLR4-MyD88 interaction inhibition in cells; O00206+Q99836; HeLa CL3-4 TLR4/MyD88 BLA complementation, FRET ratio; inhibition, % at 8.4 µM; hit rate 0.18% among 200,000; AID 861; in the data active means inhibition above about 25%;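 further: 0% = vehicle and 100% = reference inhibitor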
Target sequence (O00206 whole entry, looked up): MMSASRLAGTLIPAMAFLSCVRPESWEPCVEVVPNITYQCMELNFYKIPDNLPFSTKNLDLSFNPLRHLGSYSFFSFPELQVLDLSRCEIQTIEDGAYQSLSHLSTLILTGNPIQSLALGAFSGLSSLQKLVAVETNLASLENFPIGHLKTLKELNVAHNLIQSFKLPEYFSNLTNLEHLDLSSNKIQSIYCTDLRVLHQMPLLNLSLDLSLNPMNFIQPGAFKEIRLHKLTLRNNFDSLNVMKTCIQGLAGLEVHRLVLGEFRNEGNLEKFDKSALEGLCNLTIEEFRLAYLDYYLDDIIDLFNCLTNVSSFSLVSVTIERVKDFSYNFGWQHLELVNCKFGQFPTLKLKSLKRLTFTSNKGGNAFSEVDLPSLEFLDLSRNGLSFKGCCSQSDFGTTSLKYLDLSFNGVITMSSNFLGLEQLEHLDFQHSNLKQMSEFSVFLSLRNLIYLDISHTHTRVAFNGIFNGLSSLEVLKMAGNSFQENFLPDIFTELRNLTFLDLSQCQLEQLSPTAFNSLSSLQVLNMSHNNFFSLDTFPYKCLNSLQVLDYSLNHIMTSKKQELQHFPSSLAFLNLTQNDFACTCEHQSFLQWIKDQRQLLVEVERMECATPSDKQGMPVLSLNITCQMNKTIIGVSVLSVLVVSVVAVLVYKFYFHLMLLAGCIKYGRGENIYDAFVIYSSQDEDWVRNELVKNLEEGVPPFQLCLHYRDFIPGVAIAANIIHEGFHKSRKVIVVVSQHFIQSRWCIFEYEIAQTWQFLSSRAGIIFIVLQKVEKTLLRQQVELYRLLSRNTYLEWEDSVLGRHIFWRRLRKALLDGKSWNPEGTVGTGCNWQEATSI
Target sequence (Q99836 whole entry, looked up): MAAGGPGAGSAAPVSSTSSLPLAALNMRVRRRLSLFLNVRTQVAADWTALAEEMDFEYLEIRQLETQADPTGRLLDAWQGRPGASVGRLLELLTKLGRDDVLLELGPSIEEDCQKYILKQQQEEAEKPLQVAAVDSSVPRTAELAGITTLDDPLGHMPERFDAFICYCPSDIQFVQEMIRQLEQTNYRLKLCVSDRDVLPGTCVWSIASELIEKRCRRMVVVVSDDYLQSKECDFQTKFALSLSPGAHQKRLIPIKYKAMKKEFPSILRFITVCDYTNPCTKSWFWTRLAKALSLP
RAM network inh: blocks the yeast RAM network; S. cerevisiae dse1pr::URA3 reporter, 5-FOA growth OD615, 2 d; analog-sensitive cbk1-as2 kinase mutant strain; hit rate 1.8% among 190,000; inhibition, % at 50 µM;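 active means inhibition above a set limit, 3 SD over mean compound inhibition, cut at about 8.4% in these data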;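 further: 0% = DMSO-only wells with no growth and 100% = 10 µM 1-NA-PP1 full growth; inhibition rescues growth on 5-FOA so higher OD means more RAM inhibition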
* = called active by the depositor; nt = not tested or not shown. Unless noted, no stated cut-off is given here; in the data, active means inhibition above about 50%; inactive means the rest.

The line under a structure holds: G6PDH counter	PMI act hi M6P	PMI activator	Lmaj promast	Hsp70 act	Diaphorase inh	S1P3 antagonist	Diaph act CS	Redox H2O2 prof	TLR4 MyD88 comp	RAM network inh
- CN(C)CCCNc1oc(-c2ccccc2)nc1C#N
    3.1	1.1	1.1	-2.3	0.0	-11.5	-19.8	1.1	-1.9	4.5	0.5
- O=C(NC1CCCC1)c1ccc2nc(-c3ccco3)c(-c3ccco3)nc2c1
    19.3	0.8	1	-5.9	0.2	80.4*	-11.8	0.2	2.5	0.8	1.0
- Cc1cccc2nc(CSc3ccccc3C(=O)O)cn12
    18.5	0.9	0.8	-9.7	-0.2	15.6	-2.9	0.8	0.2	-3.4	0.6
- CCc1ccc(C(=O)NC(=S)Nc2ccc3c(c2)OCCO3)cc1
    -4.2	0.9	0.8	0.0	0.1	34.9	5.7	0.7	0.2	2.9	2.0
- CN(C)S(=O)(=O)c1ccc(NC(=O)COC(=O)c2ccccn2)cc1
    2.2	0.9	1	-6.6	-0.3	15.7	nt	0.8	1.2	5.0	0.7
- C[C@@H](C(=O)Nc1nc2ccc(F)cc2s1)N1C(=O)C2CC=CCC2C1=O (stereo partly drawn)
    -1.3	1	1.1	0.3	0.1	16.0	-8.8	0.8	-1.1	1.8	1.5
- COc1ccccc1-n1ccnc1SCC(=O)NC1CCCC1
    4.0	1	1	-3.6	0.1	7.8	-13.7	0.9	-0.2	-5.4	0.4
- CSCCC(NC(=O)c1ccccc1)C(=O)OCC(=O)Nc1ccc(C)c(Cl)c1 (stereo not drawn)
    2.8	1	0.9	24.4	-0.1	10.4	nt	0.9	-0.1	-20.1	5.5
- Cc1sc2ncn(CCn3cnc4sc(C)c(C)c4c3=O)c(=O)c2c1C
    -5.7	0.9	0.9	7.8	-0.2	27.1	8.2	0.7	0.5	0.0	4.2
- COc1ccccc1NC(=S)NCCc1ccc(Cl)cc1
    10.6	1	1.1	14.9	0.4	2.7	nt	1	0.3	-2.3	-0.7
- CC12CC(NC(=O)N1CCc1ccccc1)c1cc(Cl)ccc1O2 (stereo not drawn)
    3.2	0.9	0.9	-2.4	-0.4	10.5	3.8	0.9	2.8	-11.3	5.5
- CCN1CCN(CCCNC(=O)C2c3ccccc3C(=O)N(C)C2c2ccc(OC)cc2)CC1 (stereo not drawn)
    5.0	1	1	-1.5	-0.1	6.8	nt	0.9	-0.1	-3.4	1.9
- CC(C)Cn1c(N2CCN(C(=O)/C=C/c3ccccc3)CC2)nc2ccccc21
    16.8	1	1	5.8	-0.2	11.5	1.5	0.9	-1.0	4.7	0.2
- Cn1c(N)c(C(=O)COC(=O)C2CCC(C(C)(C)C)CC2)c(=O)n(C)c1=O (stereo not drawn)
    4.2	1	0.9	2.6	-0.1	13.4	nt	0.9	0.6	-7.8	2.8
- O=C(COC(=O)c1cccc(S(=O)(=O)N2CCc3ccccc3C2)c1)NCc1ccco1
    0.5	1.3	1	-7.5	-0.1	15.8	-28.3	0.8	-3.1	8.7	1.8
- Cc1nn(-c2ccccc2)c(C)c1NC(=O)COc1ccc(Cl)cc1Cl
    3.3	1.1	1.1	43.4	-0.4	-4.4	-14.3	1	-0.4	-6.7	1.3
- O=C(Nc1ccc2c(c1)oc1ccc(S(=O)(=O)N3CCCC3)cc12)C1CC1
    3.8	0.9	0.9	5.8	-0.3	14.6	5.3	0.9	-2.6	6.0	1.9
- COc1cc(C#N)ccc1OCC(=O)Nc1ccc(C)c(S(=O)(=O)N2CCOCC2)c1
    -1.5	1	1	12.5	-0.2	9.6	-21.6	0.9	1.6	-14.7	1.6
- O=C(N/N=C/c1ccco1)c1ccc(NC(=O)c2ccccc2Cl)cc1
    -2.7	1	1	8.6	-0.3	3.2	-5.3	1	-0.4	-1.9	2.1
- COC(=O)CSc1nc2ccccc2c(=O)n1C
    3.0	0.9	0.9	-0.3	2.6	7.6	-19.9	0.9	1.4	-4.6	-0.3

Among those listed so far, these contain a cyano group.
The line under a structure holds: G6PDH counter	PMI act hi M6P	PMI activator	Lmaj promast	Hsp70 act	Diaphorase inh	S1P3 antagonist	Diaph act CS	Redox H2O2 prof	TLR4 MyD88 comp	RAM network inh
- CN(C)CCCNc1oc(-c2ccccc2)nc1C#N
    3.1	1.1	1.1	-2.3	0.0	-11.5	-19.8	1.1	-1.9	4.5	0.5
- COc1cc(C#N)ccc1OCC(=O)Nc1ccc(C)c(S(=O)(=O)N2CCOCC2)c1
    -1.5	1	1	12.5	-0.2	9.6	-21.6	0.9	1.6	-14.7	1.6

The listing continues.
The line under a structure holds: G6PDH counter	PMI act hi M6P	PMI activator	Lmaj promast	Hsp70 act	Diaphorase inh	S1P3 antagonist	Diaph act CS	Redox H2O2 prof	TLR4 MyD88 comp	RAM network inh
- Cc1cc(NC(=O)C2CC(c3cccc(Br)c3)=NO2)no1 (stereo not drawn)
    -1.6	0.9	0.9	-5.3	0.0	1.8	5.4	1	3.3	-6.5	3.7
- COc1ccc(-c2nnc(SCC3CCCO3)n2C)cc1 (stereo not drawn)
    11.0	1.1	1.1	1.1	0.0	-2.2	-26.4	1	-0.2	-4.5	2.4
- CCOC(=O)C1=NN(c2ccccc2)C(c2ccccc2)CC1=O (stereo not drawn)
    8.6	0.9	1	48.5	0.3	14.1	nt	0.9	0.8	-3.3	1.0
- CCCc1nc2oc3c(NCCOCCO)ncnc3c2c2c1COC(C)(C)C2
    -0.3	0.9	0.9	6.2	-0.2	35.1	-25.6	0.6	-1.3	-10.6	0.4
- C=CCn1c(-c2cccc(OC)c2)n[nH]c1=S
    0.7	0.9	1	-4.0	-0.4	15.7	3.4	0.8	0.1	1.0	0.8
- CC(C)C(NS(=O)(=O)c1cccs1)C(=O)N1CCc2ccccc2C1 (stereo not drawn)
    -2.3	1	1	-2.7	-0.2	1.1	10.2	1	0.8	-6.8	0.5
- CC(=O)CCc1ccc2oc(C(=O)O)c(C)c2c1
    7.0	1	1	-1.6	0.0	3.2	-2.2	1	-0.8	2.7	3.0
- Cc1[nH]n(-c2ccccc2)c(=O)c1C=NCCc1ccccc1
    12.6	1	0.9	-2.4	-0.1	10.2	-2.2	0.9	-0.6	-2.1	0.1
- O=C(NC1CCCCCC1)c1cccs1
    14.5	0.9	1	-7.3	-0.1	1.8	16.7	1	2.7	4.4	1.1
- O=C(NCCC1=CCCCC1)C1CCN(S(=O)(=O)c2ccccc2)CC1
    10.0	0.9	0.9	1.1	0.3	13.8	-11.3	0.9	-1.3	-5.4	-0.2
- COc1ccc(-c2nn(CCC#N)cc2/C=N/O)cc1
    2.9	1	1.1	-6.2	0.1	-3.8	-2.8	1	0.1	-6.2	0.1
- O=C(COCC(=O)N/N=C/c1ccccc1F)N/N=C/c1ccccc1F
    -1.1	0.9	0.8	-3.4	-0.4	9.8	-14.8	0.9	0.1	2.1	-0.2
- CCN(CC)S(=O)(=O)N1CCC(C(=O)NCC2COc3ccccc3O2)CC1 (stereo not drawn)
    4.6	1.1	1.1	-1.5	-0.1	-8.2	-2.7	1.1	1.5	10.7	-0.8
- Cc1cc(N)n(-c2nc3ccccc3s2)n1
    10.3	nt	nt	-6.2	0.1	nt	-8.5	nt	0.6	4.8	4.2
- CCOC(=O)C1=C(C)NC(C)=C(C(=O)OCC)C1/C=C/c1ccccc1
    -0.4	0.8	0.8	0.7	-0.2	24.8	nt	0.8	17.1	4.1	2.5
- Cc1ccc(CSCc2ccc(C(=O)NCC3CCCO3)o2)cc1 (stereo not drawn)
    1.8	1	1.1	-4.9	-0.3	9.4	11.4	0.9	-0.4	-4.4	0.4
- NC(=O)C1(NC(=O)[C@@H]2CC3(CC(c4cccc(NC(=O)c5cc([N+](=O)[O-])cc([N+](=O)[O-])c5)c4)=NO3)CN2C(=O)c2ccccc2)CC1 (stereo partly drawn)
    3.6	0.8	0.8	-2.0	-0.2	19.4	nt	0.8	7.5	-4.3	4.5
- COc1ccc(Cc2nn3c(-c4ccccc4Br)nnc3s2)cc1
    17.5	0.9	0.9	2.8	-0.3	3.2	18.4	1	1.1	5.3	1.1
- Cc1nn(C)cc1CN1CCC(CO)(CCOc2ccccc2)CC1
    6.8	1	0.9	74.5*	-0.2	6.4	-22.9	0.9	-1.9	-2.0	0.5
- CN(C)N1C(=O)CC(N2CCCCC2)C1=O (stereo not drawn)
    -1.2	1.1	1.1	-2.4	-0.1	-6.5	-10.8	1.1	-0.2	-1.9	2.8
- O=C(Nc1ccc(N2CCN(Cc3ccccc3Cl)CC2)cc1)c1cccnc1
    -18.8	1	0.9	-4.8	-0.2	8.8	-3.4	0.9	2.0	-3.1	2.7
- C/C(=N/NC(=O)c1cccs1)c1ccc(NC(=O)COc2ccc(Cl)cc2Cl)cc1
    3.7	1	0.9	-2.6	0.4	2.9	nt	1	-8.2	5.6	0.9
- Cc1cccc(N(C(=O)Cn2nnc3ccccc32)C(C(=O)NC(C)(C)C)c2ccsc2)c1C (stereo not drawn)
    5.8	0.8	0.9	-1.9	-0.1	16.8	nt	0.8	-1.1	2.3	3.4
- COC(=O)c1ccc(C(=O)OC)c(NC(=O)C(C)(C)C)c1
    13.9	1	1	-0.4	0.0	5.4	-6.1	0.9	0.3	-5.2	0.8
- Cc1ccc2c(c1)cc(CN(Cc1ccc3c(c1)OCO3)C(=O)c1cnccn1)c1nnnn12
    5.3	1	1	21.1	-0.5	27.7	-12.2	0.7	1.0	-26.2	2.2
- Cc1cc(NC(=O)/C=C/c2ccc(Br)cc2)no1
    1.6	1	1.1	1.2	0.1	4.2	10.3	1	-0.3	8.3	4.2
- Cc1ccc(NC(=O)CSc2nc(C)c(C)c(C)n2)c([N+](=O)[O-])c1
    0.7	0.9	0.9	0.4	0.0	11.1	-17.9	0.9	-0.1	8.8	8.5*
- CCOC(=O)CCCCC(=O)c1[nH]c(=O)[nH]c1Cn1ccnc1
    16.2	1	1	-3.0	-0.4	-1.6	-34.8	1	0.0	4.9	0.0
- O=C(Cn1nc(Cc2cccnc2)c2ccccc2c1=O)NCC1CCCO1 (stereo not drawn)
    2.0	0.9	0.8	-7.6	-0.1	11.0	-26.8	0.9	-0.7	-1.7	-0.1
